Screening results from PubChem BioAssay.
CASP6 VEID inh – blocks human caspase-6 cleavage activity. P55212. purified caspase-6, Z-VEID-R110 cleavage fluorescence. inhibition, % at 12.5 µM. hit rate 0.53% among 350,000;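 active = mean inhibition across replicates at least about 35%, with every replicate also reaching that limit, limit read from the data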;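 also: 0% = median of neutral control wells and 100% = no fluorescence left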
Target sequence (P55212 24-179 limits assumed): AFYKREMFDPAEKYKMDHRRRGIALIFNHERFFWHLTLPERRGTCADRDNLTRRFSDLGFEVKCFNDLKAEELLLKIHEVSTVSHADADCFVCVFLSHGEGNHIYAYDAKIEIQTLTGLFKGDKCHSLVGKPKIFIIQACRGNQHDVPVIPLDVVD
Target sequence (P55212 194-293 limits assumed): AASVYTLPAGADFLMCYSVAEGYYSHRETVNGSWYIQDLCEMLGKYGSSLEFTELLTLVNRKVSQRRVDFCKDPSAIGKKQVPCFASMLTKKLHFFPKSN
PAX8 inh HTS – PAX8 transcriptional activity inhibition. RMG-I TPO-luciferase reporter, SteadyGlo, 24 h. inhibition, % at 12.6 µM. hit rate 1.2% among 360,000. AID 652154;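 active = mean replicate inhibition at least 60% with every replicate also reaching 60%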;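 also: luciferase light reporting Pax8 driven TPO promoter activity; plate controls were median of neutral control wells for no effect and mitoxantrone controls for full effect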
FN deposit inh – fibronectin deposition inhibition; AH1F fibroblasts, Alexa488-fibronectin deposition fluorescence, overnight; inhibition, % at 12.6 µM; hit rate 0.086% among 350,000;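 active = mean inhibition across replicates of 30% or more, regardless of how many single replicates reach that level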;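 also: positive control wells lacked labelled fibronectin entirely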
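test system = AH1F fibroblasts assembling fluorescent fibronectin matrix | quantity = 10000 AH1F cells per well | buffer or medium = DMEM plus 2% serum, read in PBS | doses = single dose, pinned | incubation = 1 h cell attachment, overnight exposure to compound and label | detection = fluorescence at 485 nm excitation, 525 nm emission | read-out basis = inhibition from reduced deposited-fibronectin fluorescence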
EWS-Fli block – inhibitors of EWS/Fli oncoprotein transcriptional activity; A673 NR0B1-luciferase reporter, viability-normalised; hit rate 0.67% among 350,000; inhibition, % at 12.6 µM; AID 651661;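 active = mean inhibition of at least 50% after viability correction, with every replicate also passing that limit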;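 also: firefly luciferase signal divided by Alamar Blue viability fluorescence both relative to DMSO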
Cneo AK release – Cryptococcus neoformans lysis via adenylate kinase release; AID 651654; hit rate 0.2% among 360,000; lysis activity, % at 15 µM; C. neoformans lysis, adenylate kinase release luminescence, 4 h; normalised: neutral wells 0, clomiphene wells 100;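 active = mean lysis activity across replicates of at least 80%, whatever share of replicates individually reach that level; inactive = mean lysis activity below 80%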
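Signal: Adenylate kinase release luminescence | Assay system: Log-phase Cryptococcus neoformans yeast cells | Input: Cells at 5 × 10^6 per mL | Buffer or medium: Fresh YPD growth medium | Compound: Single dose | Schedule: Static 4 h at 37 °C with compound, 1 h detection | Controls: Clomiphene | Read-out: Luminescence rise reflecting yeast cell lysis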
LGR2 antag – blocks bursicon-induced cAMP signaling via Drosophila LGR2; HEK293 LGR2, CRE-luciferase, bursicon-stimulated, 4 h; inhibition, % at 9.99 µM; hit rate 0.35% among 380,000; AID 720647;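 active = drop in luminescence signal, shown as inhibition above about 50% in the replicate tests, limit read from the data, passing the limit was not always enough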;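 also: agonist challenge used bursicon conditioned medium at about half maximal strength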
miR-122 sensor – miR-122 inhibition in Huh7 cells | AID 602342 | activation (reporter increase), % at 12.5 µM | hit rate 0.3% among 340,000 | Huh7 miR-122 Renilla luciferase sensor, 48 h; neutral wells = 0, positive control = 100;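 active = mean replicate activation score at least 90 and every replicate individually at or above 90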;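 also: higher luciferase means less miR-122 activity so hits act as miR-122 inhibitors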
PGC1a acetyl inh – modulators of PGC1a acetylation; U2OS PGC1a acetylation, AlphaScreen anti-acetyl-lysine; with virally co-expressed GCN5 acetyltransferase; inhibition, % at 15.6 µM; hit rate 0.17% among 350,000; AID 651687;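 active = every replicate shows inhibition of at least 40%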;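 also: 0% = neutral control wells and 100% = positive control wells; some results beyond the cut were filed as inactive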
An asterisk follows results filed as active; . = no result given; [ ] = remark or other dose.

Sample of the layout, 14 compounds:
structure	CASP6 VEID inh	PAX8 inh HTS	FN deposit inh	EWS-Fli block	Cneo AK release	LGR2 antag	miR-122 sensor	PGC1a acetyl inh
CCN1C(=O)C(CC(=O)N2CCN(C(c3ccccc3)c3ccccc3)CC2)N(CC)C1=O (configuration not stated)	.	.	-2	.	3	3	-7	4
Cc1cc(C(=O)NNc2cc(Cl)ccc2Cl)no1	1	-3	-4	-2	0	2	0	3
C#CCOCCOCCOCCNc1nc(N2CCOCC2)nc(N2CCN(C(=O)[C@H](C)n3cc(CCC(=O)O)nn3)CC2)n1	2	-16	-11	-8	4	15	.	.
CSc1ccc(/C=C(/NC(=O)c2ccccc2)C(=O)NCCN2CCOCC2)cc1	2	10	.	.	1	1	1	.
CCCN(C)C[C@@H]1Oc2cc(C#Cc3ccc(F)cc3)ccc2S(=O)(=O)N([C@H](C)CO)C[C@@H]1C	2	.	1	5	9	2	-1[16.7 µM]	-22
COc1ccc(C(=O)NC2CCCc3ccccc32)cc1[N+](=O)[O-] (configuration not stated)	0	29	4	33	-1	-14	.	.
N#Cc1ccc(-c2nc3ccc(Cl)cn3c2Cc2ccccc2C(F)(F)F)cc1	-1	7	-4	-23	-1	-13	-10	-21
CN(C)c1cccc2c(S(=O)(=O)NC(=O)[C@H]3O[C@@H](n4cnc5c(N)ncnc54)[C@H](O)[C@@H]3O)cccc12	13	1	3	-7	-3	-6	1	-7
CC(=O)c1c(C(C)=O)c(C)n(-c2ccc(N)c(C)c2)c1C	.	3	4	.	1	.	-2	-6
OC(c1ccccc1)(c1ccccc1)c1ccn[nH]1	-2	-24	2	-1	3	-11	-2	-14
Nn1c(SCC(=O)Nc2ccc3c(c2)OCO3)nnc1C(F)(F)F	-2	3	-8	5	.	-11	.	1
CCOc1cc(N2CCOCC2)c(OCC)cc1NC(=O)COC(=O)c1cccc2ccccc12	6	-7	8	3	.	10	-8	-23
CN1C(=O)c2cc(NC(=O)C3CC3)ccc2OC[C@@H]2O[C@H](CC(=O)NCCN3CCCC3)CC[C@H]21	1	-18	-7	3	-2	-13	-45[16.7 µM]	-8
Nc1c(C(=O)N/N=C/c2ccccc2)cnn1-c1ccccc1	0	-34	-5	-92	-2	.	-3	.

This part in full (from the top)
structure	CASP6 VEID inh	PAX8 inh HTS	FN deposit inh	EWS-Fli block	Cneo AK release	LGR2 antag	miR-122 sensor	PGC1a acetyl inh
CCN1C(=O)C(CC(=O)N2CCN(C(c3ccccc3)c3ccccc3)CC2)N(CC)C1=O (configuration not stated)	.	.	-2	.	3	3	-7	4
Cc1cc(C(=O)NNc2cc(Cl)ccc2Cl)no1	1	-3	-4	-2	0	2	0	3
C#CCOCCOCCOCCNc1nc(N2CCOCC2)nc(N2CCN(C(=O)[C@H](C)n3cc(CCC(=O)O)nn3)CC2)n1	2	-16	-11	-8	4	15	.	.
CSc1ccc(/C=C(/NC(=O)c2ccccc2)C(=O)NCCN2CCOCC2)cc1	2	10	.	.	1	1	1	.
CCCN(C)C[C@@H]1Oc2cc(C#Cc3ccc(F)cc3)ccc2S(=O)(=O)N([C@H](C)CO)C[C@@H]1C	2	.	1	5	9	2	-1[16.7 µM]	-22
COc1ccc(C(=O)NC2CCCc3ccccc32)cc1[N+](=O)[O-] (configuration not stated)	0	29	4	33	-1	-14	.	.
N#Cc1ccc(-c2nc3ccc(Cl)cn3c2Cc2ccccc2C(F)(F)F)cc1	-1	7	-4	-23	-1	-13	-10	-21
CN(C)c1cccc2c(S(=O)(=O)NC(=O)[C@H]3O[C@@H](n4cnc5c(N)ncnc54)[C@H](O)[C@@H]3O)cccc12	13	1	3	-7	-3	-6	1	-7

Carrying on:
structure	CASP6 VEID inh	PAX8 inh HTS	FN deposit inh	EWS-Fli block	Cneo AK release	LGR2 antag	miR-122 sensor	PGC1a acetyl inh
CC(=O)c1c(C(C)=O)c(C)n(-c2ccc(N)c(C)c2)c1C	.	3	4	.	1	.	-2	-6
OC(c1ccccc1)(c1ccccc1)c1ccn[nH]1	-2	-24	2	-1	3	-11	-2	-14
Nn1c(SCC(=O)Nc2ccc3c(c2)OCO3)nnc1C(F)(F)F	-2	3	-8	5	.	-11	.	1
CCOc1cc(N2CCOCC2)c(OCC)cc1NC(=O)COC(=O)c1cccc2ccccc12	6	-7	8	3	.	10	-8	-23
CN1C(=O)c2cc(NC(=O)C3CC3)ccc2OC[C@@H]2O[C@H](CC(=O)NCCN3CCCC3)CC[C@H]21	1	-18	-7	3	-2	-13	-45[16.7 µM]	-8
Nc1c(C(=O)N/N=C/c2ccccc2)cnn1-c1ccccc1	0	-34	-5	-92	-2	.	-3	.
O=C(c1ccc(NC2=NC3CS(=O)(=O)CC3S2)cc1)N(CCO)Cc1ccccc1 (configuration not stated)	0	-14	7	-2	-6	-2	1	0
O=C(CSc1nnc(Cc2ccccc2)o1)NCCN1C(=O)CSC1=O	.	.	-2	.	7	.	-4	0

The listing continues.
structure	CASP6 VEID inh	PAX8 inh HTS	FN deposit inh	EWS-Fli block	Cneo AK release	LGR2 antag	miR-122 sensor	PGC1a acetyl inh
CCCOc1ccc(C(=O)C(CN2CCCC2)c2ccccc2)cc1 (configuration not stated)	0	52	1	61*	.	27	.	.
CC(NC(=O)COC(=O)C1(C)CC1(Cl)Cl)c1ccccc1 (configuration not stated)	4	-11	-5	4	-1	15	.	.
COc1ccc(CN2C(=O)c3cccnc3C2=O)cc1S(=O)(=O)NC1CCCCC1C (configuration not stated)	4	-4	4	.	1	-3	3	5
COC(=O)C1CCN(CC(=O)NC(=O)Nc2ccccc2F)CC1	2	-12	-1	-11	1	-12	-4	.
C[C@H](CO)N1C[C@H](C)[C@@H](CN(C)Cc2ccc(Oc3ccccc3)cc2)Oc2c(NS(=O)(=O)c3cccs3)cccc2C1=O	0	.	7	4	0	-16	23[16.7 µM]	-1
O=S(=O)(c1cccc(S(=O)(=O)N2CCC(n3nnc4ccccc43)CC2)c1)N1CCCCC1	.	1	-2	.	-1	.	-2	2
N/C(=N\OC(=O)Nc1cccc(C(F)(F)F)c1)c1ccno1	1	-1	-16	-3	6	-8	1	14
CCC1Oc2ccc(C)cc2N(CC(=O)NCCC2=CCCCC2)C1=O (configuration not stated)	2	.	.	14	.	3	-2	-1

Continuation:
structure	CASP6 VEID inh	PAX8 inh HTS	FN deposit inh	EWS-Fli block	Cneo AK release	LGR2 antag	miR-122 sensor	PGC1a acetyl inh
COC(c1ccccc1)c1nnc(CCC(=O)NCCC(C)C)o1 (configuration not stated)	1	2	0	6	.	6	.	3
C[C@@H]1CN([C@@H](C)CO)S(=O)(=O)c2ccc(C#Cc3ccc(F)cc3)cc2O[C@H]1CN(C)C	1	6	12	-10	-3	-16	-6[16.7 µM]	-23
Cc1cc(C)cc(Oc2ccccc2/C=N\O)c1	.	.	.	.	12	15	-6	5
C[C@H](CO)N1C[C@H](C)[C@H](CN(C)C(=O)Cc2ccccn2)Oc2ncc(/C=C/c3ccccc3)cc2C1=O	2	-16	.	-4	3	8	-3[16.7 µM]	9
CC(C)NC(=O)N(C)C[C@H]1Oc2ccc(NC(=O)CCCCCC(=O)Nc3ccccc3N)cc2C(=O)N([C@@H](C)CO)C[C@@H]1C	-1	-19	.	-20	.	8	.	1
CCCCCCN=C(C)c1ccccc1O	-1	3	0	8	8	-5	-5	3
CC1(C)CC(=O)c2cn3c(nc2C1)nc1ccccc13	.	10	-1	.	-2	.	-9	11
CCCCn1c(-c2csc(C(C)C)c2)n[nH]c1=S	1	-19	4	0	9	3	-1	7

Later entries.
structure	CASP6 VEID inh	PAX8 inh HTS	FN deposit inh	EWS-Fli block	Cneo AK release	LGR2 antag	miR-122 sensor	PGC1a acetyl inh
O=C(CCNS(=O)(=O)c1ccccc1)N1CCN(c2ccccc2F)CC1	-3	9	.	.	7	-2	.	.
COC(=O)C(C(=O)OC)c1ccc(N)cc1	16	13	-9	-2	1	19	1	-1
Cc1ccc(C(=O)NCCN2CCC(n3c(=O)[nH]c4ccccc43)CC2)cc1F	-3	-6	-2	7	.	-2	.	.
COc1ccc(NC2=CC(=O)CC(c3ccccc3)C2)cc1 (configuration not stated)	-2	-1	4	-12	.	15	.	.
COc1cccc(NC(=S)N/N=C2\CC3CCC2(C)C3(C)C)c1 (configuration not stated)	-4	-133	-6	-35	25	-101	-2	.
O=C(O)c1cccnc1Br	1	-1	0	1	.	9	.	.
O=C(Nc1ccc(Oc2cccnc2)cc1)C1CCN(Cc2cccc(Cl)c2)CC1	-6	2	9	21	-4	-1	-10	-13
CN(C)N1C(N)=C(C#N)C(c2ccc(F)cc2)C2=C1CC(C)(C)CC2=O (configuration not stated)	-1	-1	5	5	0	9	.	-3

The results go on:
structure	CASP6 VEID inh	PAX8 inh HTS	FN deposit inh	EWS-Fli block	Cneo AK release	LGR2 antag	miR-122 sensor	PGC1a acetyl inh
COc1ccc(CN2C[C@@H](C)[C@@H](OC)CN(C)C(=O)c3cc(NC(=O)C4CC4)ccc3OC[C@H]2C)cc1	-1	.	-1	1	-6	13	.	-14
C[C@@H]1CCCCO[C@H](CN(C)C)[C@H](C)CN([C@H](C)CO)C(=O)c2cc(NS(C)(=O)=O)ccc2O1	-2	-17	-4	-10	-4	12	7[16.7 µM]	5
CCOC(=O)Nc1cccc(NC(=O)c2cc(OC)cc(OC)c2)c1	.	.	6	.	-1	32	-3	-6
O=C(c1cccc(S(=O)(=O)N2CCN(c3ccccc3)CC2)c1)N1CCCCCCC1	1	-6	-6	11	.	0	-7	-5
O=C(Nc1cccc2cccnc12)c1ccc2sc([C@H]3C[C@H](O)[C@@H](CO)O3)nc2c1	0	-30	1	-57	1	-17	-14	.
CNC(=O)c1c(C)noc1C	-2	-23	-21	1	.	-13	0	-8
CC(C)c1ccc(Nc2cnn(C34CC5CC(CC(CC(=O)O)(C5)C3)C4)c(=O)c2Cl)cc1	-3	.	.	8	0	7	.	0
O=C1CC(c2ccco2)CC(O)=C1C=NCC1NCCc2ccccc21 (configuration not stated)	.	4	-3	.	-2	.	-1	-17

Continued.
structure	CASP6 VEID inh	PAX8 inh HTS	FN deposit inh	EWS-Fli block	Cneo AK release	LGR2 antag	miR-122 sensor	PGC1a acetyl inh
Cc1ccc(-n2c(C)c(C)c3c(NCCN(C)C)ncnc32)cc1	-9	43	3	3	2	.	8	7
CN1CCN(C(=O)C[C@@H]2CC[C@@H]3[C@H](COC[C@H](O)CN3S(=O)(=O)c3cccc(F)c3)O2)CC1	2	8	3	1	-2	3	5[16.7 µM]	-3
COc1ccc2cc(CN(Cc3cccs3)Cc3nnnn3Cc3ccccc3)c(=O)[nH]c2c1	.	.	-3	.	0	.	7	1
CCOc1ccc(-c2nc3n(c(=O)c2C#N)CCCS3)cc1	.	.	.	.	6	8	-8	4
O=C(Nc1ccc2c(c1)[C@@H]1C[C@@H](CC(=O)N3CCc4ccccc4C3)O[C@@H](CO)[C@@H]1O2)C1CCC1	1	13	-16	10	0	-10	9[16.7 µM]	4
Cc1ccc(Nc2nc(N)c([N+](=O)[O-])c(NCCO)n2)cc1	-1	-8	3	-18	-1	-6	-2	-5
CCC(C(=O)OC)n1cnc2c(nnn2-c2cccc(Cl)c2)c1=O (configuration not stated)	0	-10	-7	8	1	-18	.	.
COC(=O)c1ccc(Nc2cc(C)nc3ncnn23)cc1	.	-11	-3	.	0	.	-2	-1
CCCCCN(C(=O)CCC(=O)OCC(=O)N(CC#N)c1ccccc1)c1c(N)n(CCCC)c(=O)[nH]c1=O	3	12	-14	-1	-2	1	.	.
O=C(NCCN1CCN(C(=O)c2cccc(Br)c2)CC1)C(=O)NCc1ccccc1	1	34	9	12	-1	21	1	-6
Cc1ccccc1NNC(=O)C(=O)NNc1ccccc1C	1	14	5	18	.	-8	.	.
